CAL PDZ FP-1 – inhibitors of human CAL PDZ peptide binding. inhibition, % at 24.9 µM. AID 602252. Q9HD26. purified CAL PDZ, TMR-peptide fluorescence polarization, 1 h. 300,000 tested, 0.92% active;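 active = mean inhibition of at least 30% with at least half of replicates also reaching 30%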;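 note: 0% = DMSO neutral control and 100% = excess unlabeled competitor peptide PRC23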
PvdQ inh – P. aeruginosa PvdQ acylase inhibition | inhibition, % at 10 µM | purified PvdQ acylase, fluorescence plate reader | 340,000 tested, 0.063% active | AID 488965; in the data active = inhibition above about 30%, passing the limit was not always enough;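 note: 0% = vehicle neutral wells and 100% = reference inhibitor wells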
MITF TRPM1 HTS – MITF TRPM1 promoter activation in melanoma cells. 300,000 tested, 0.75% active. SK-MEL-5 TRPM1-promoter luciferase, 24 h; % of positive control, neutral wells = 0. activation, % at 12.5 µM;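 active = mean activation of at least 80% with every replicate also reaching 80%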;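 note: 0% = neutral control wells and 100% = parthenolide positive control wells; values of inactives mirror those of a sister screen read the other way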
dFosB activator – mouse delta FosB homodimer activation | P13346 | purified delta FosB, TAMRA-CDK5 oligo fluorescence polarization; percent of positive-control signal above neutral wells | activation, % at 25 µM | 340,000 tested, 0.99% active | AID 493131;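 active = mean activation above about 17%, with every replicate also reaching it, limit read from the data, passing the limit was not always enough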;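 note: fluorescence polarization rise as delta FosB binds a TAMRA Cdk5 AP-1 oligo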
Target sequence (P13346 whole entry, looked up): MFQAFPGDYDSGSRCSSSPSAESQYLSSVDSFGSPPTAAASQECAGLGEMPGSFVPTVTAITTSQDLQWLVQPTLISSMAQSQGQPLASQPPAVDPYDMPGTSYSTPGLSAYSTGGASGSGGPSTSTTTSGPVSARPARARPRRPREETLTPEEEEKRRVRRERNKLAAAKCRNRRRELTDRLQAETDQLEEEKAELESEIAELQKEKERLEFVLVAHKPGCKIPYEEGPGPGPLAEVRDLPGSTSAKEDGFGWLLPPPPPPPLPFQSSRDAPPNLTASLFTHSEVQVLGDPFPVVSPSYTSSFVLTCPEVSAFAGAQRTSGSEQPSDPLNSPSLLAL
SR-BI DiI inh – inhibitors of mouse SR-BI mediated HDL lipid uptake. inhibition, % at 12.5 µM. ldlA[mSR-BI] CHO cells, DiI-HDL uptake fluorescence, 3 h. Q61009. 320,000 tested, 0.96% active;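 active = mean replicate inhibition of at least 70% and a set share of replicates each scoring 70 or more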;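 note: 0% = median of neutral control wells and 100% = median of positive control wells; values of inactives mirror those of a sister screen read the other way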
CAL PDZ FP-2 – human CAL PDZ-peptide interaction inhibition; purified CAL PDZ, TMR-peptide fluorescence polarization, 1 h; inhibition, % at 20 µM; 330,000 tested, 0.02% active; AID 504414;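 active = highest replicate inhibition of at least 40%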;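 note: plate controls were DMSO neutral control wells for no effect and unlabeled competitor peptide control wells for full effect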
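Material – purified CerCALP PDZ construct · Detection – FP readout, S and P plane fluorescence · Measure – percent inhibition from loss of millipolarization · Controls – unlabelled peptide for full inhibition, DMSO wells as neutral · Probe or stimulus – TMR-labelled reporter peptide T*-PRC34 bound in PDZ groove · Times – 1 h at RT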
SR-BI DiI-HDL act – SR-BI HDL lipid transfer activation | CHO ldlA[mSR-BI] cells, DiI-HDL uptake fluorescence, 3 h; 100 = double the neutral-control signal | activation, % at 12.5 µM | 320,000 tested, 0.096% active | AID 504775;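 active = mean replicate activation of at least 60% and every replicate at or above 60%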;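 note: 0% = median plate neutral-control signal and 100% = twice that signal; values of inactives mirror those of a sister screen read the other way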
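Assay system: LDL receptor-deficient CHO ldlA cells overexpressing murine SR-BI / Medium: BSA-supplemented, HEPES-buffered Ham's F12, pH 7.4 / Probe or stimulus: DiI-labelled HDL at 10 µg/mL final / Timing: compound with DiI-HDL co-incubation, 3 h at 37 °C / Technique: bottom-read cell fluorescence after medium removal, ex 550/em 595 nm / Measure: HDL uptake via cellular fluorescence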
NSD2 inh – NSD2 (human) methyltransferase inhibition; O96028; NSD2 peptide methylation, AlphaScreen, 120 min; inhibition, % at 12.5 µM; 310,000 tested, 0.54% active; AID 743445; in the data active = inhibition above about 50%
Rtt109 Vps75 – C. albicans Rtt109 histone acetyltransferase inhibition | purified Rtt109/Vps75, ThioGlo CoA-SH fluorescence, 4 h | 330,000 tested, 0.16% active | Q5AAJ8 | inhibition, % at 34.9 µM;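 active = inhibition of at least 50% in every replicate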
Target sequence (Q5AAJ8 whole entry, looked up): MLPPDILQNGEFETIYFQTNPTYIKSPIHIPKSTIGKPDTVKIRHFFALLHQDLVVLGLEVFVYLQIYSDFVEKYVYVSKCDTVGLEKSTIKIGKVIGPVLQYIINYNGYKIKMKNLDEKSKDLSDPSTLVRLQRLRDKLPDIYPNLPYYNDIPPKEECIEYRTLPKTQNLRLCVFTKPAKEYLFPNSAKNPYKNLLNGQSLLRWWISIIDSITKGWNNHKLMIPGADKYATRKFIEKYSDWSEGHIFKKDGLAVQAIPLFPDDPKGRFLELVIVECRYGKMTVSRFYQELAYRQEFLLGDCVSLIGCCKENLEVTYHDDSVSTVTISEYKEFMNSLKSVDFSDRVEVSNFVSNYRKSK
PfHsp90 set2 – growth inhibition of yeast expressing Plasmodium Hsp90; S. cerevisiae expressing PfHsp90, BacTiter-Glo ATP, 48 h; yeast lacking PDR1 and PDR3 efflux regulators; inhibition, % at 9.4 µM; 310,000 tested, 0.32% active;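 active = every replicate shows inhibition above about 80%, whatever the replicate mean, limit read from the data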;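 note: 0% = DMSO neutral controls and 100% = 20 µM radicicol positive controls; yeast relying on Plasmodium falciparum Hsp90 in place of its own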
* = called active by the depositor; · = not tested or not shown.

Field names: A = CAL PDZ FP-1; B = PvdQ inh; C = MITF TRPM1 HTS; D = dFosB activator; E = SR-BI DiI inh; F = CAL PDZ FP-2; G = SR-BI DiI-HDL act; H = NSD2 inh; I = Rtt109 Vps75; J = PfHsp90 set2
1. CC1(C)Cc2c(C#N)c(NCCc3ccccc3)nc(-c3ccco3)c2CO1
  A = -0.3; B = -2.7; C = -1.0; D = -2.4; E = 31.4; F = 0.4; G = -31.4; H = -1.8; I = 7.6; J = 1.5

2. CC1=CC(C)(C)NC(=S)N1c1cccc2cc(S(=O)(=O)O)ccc12
  A = -2.8; B = 1.9; C = -12.5; D = -9.0; E = -11.9; F = 1.3; G = 11.9; H = 21.1; I = -4.5; J = -3.8

3. CC(C)[C@@H](C(=O)N1CCN(C(=O)OC(C)(C)C)CC1)n1cc(CCO)nn1
  A = 0.6; B = -11.1; C = 8.6; D = 4.6; E = -37.3; F = 1.1; G = 37.3; H = ·; I = -5.5; J = -7.6

4. NS(=O)(=O)c1cccc(NC(=O)Cn2cc(C(F)(F)F)cc(Cl)c2=O)c1
  A = -1.2; B = -6.2; C = -7.8; D = 0.1; E = -8.5; F = 0.8; G = 8.5; H = -2.1; I = -2.2; J = 14.5

5. Cc1cccc(-n2ncc3c2CCCC3NC(=O)CC(F)(F)F)c1C (stereo unspecified)
  A = -3.0; B = -12.0; C = 6.6; D = -4.5; E = 22.0; F = ·; G = -22.0; H = -2.4; I = 0.9; J = -3.2

6. COc1ccc(-c2coc3cc(O)c(OC)cc3c2=O)cc1
  A = -7.6; B = 7.8; C = 66.6; D = 1.3; E = -18.8; F = -1.1; G = 18.8; H = ·; I = 5.2; J = -33.3

7. CSCCCNC(=O)c1ccc(OC2CCN(CCc3ccccc3)CC2)cc1
  A = 6.2; B = -4.4; C = 37.1; D = -17.5; E = ·; F = 0.0; G = ·; H = 3.9; I = -2.0; J = -3.2

8. CCOC(=O)C1CCN(CCC(=O)Nc2ccc(F)cc2)CC1
  A = 1.4; B = 0.1; C = 6.5; D = -1.7; E = -0.5; F = 0.2; G = 0.5; H = 0.5; I = -9.4; J = -9.2

9. Cc1ccc(-c2ccc(CCC(=O)O)n2CC2CCCO2)cc1 (stereo unspecified)
  A = -1.0; B = -17.2; C = 12.0; D = -6.3; E = -26.0; F = -0.8; G = 26.0; H = 4.7; I = -28.8; J = -9.1

10. Cc1ccc(CCC(=O)Nc2ccc([N+](=O)[O-])cc2Cl)o1
  A = -5.0; B = -17.7; C = ·; D = -1.7; E = -5.0; F = 0.1; G = 5.0; H = 8.6; I = 9.1; J = -14.3

11. O=[N+]([O-])c1c(NCc2ccco2)ncnc1NCc1ccco1
  A = -8.1; B = -10.7; C = 37.9; D = -6.5; E = -18.1; F = -1.5; G = 18.1; H = 9.3; I = 3.0; J = -7.2

12. CS(=O)(=O)N(CC(=O)Nc1ccccc1C(=O)N1CCOCC1)c1ccc(F)c(Cl)c1
  A = 2.5; B = -26.2; C = 6.3; D = -0.5; E = 5.2; F = 1.3; G = -5.2; H = -3.2; I = -1.0; J = 2.2

13. COc1cccc(N=Nc2c(=O)[nH]n3c(C)cc(C)nc23)c1
  A = -1.3; B = -4.9; C = -7.2; D = -9.4; E = -31.7; F = -1.2; G = 31.7; H = 1.6; I = -10.9; J = -24.4

14. COc1ccc(N(C(C)C(=O)N/N=C/c2cc(Br)c(C)o2)S(C)(=O)=O)cc1 (stereo unspecified)
  A = -0.1; B = -6.8; C = -15.9; D = -5.4; E = 10.4; F = -2.4; G = -10.4; H = -1.2; I = 7.5; J = 4.3

15. Cc1[nH]n(-c2cccc(Cl)c2)c(=O)c1-c1ccc(Cl)cc1
  A = 1.8; B = -3.1; C = -5.6; D = 0.1; E = 1.0; F = -3.2; G = -1.0; H = 11.4; I = 5.9; J = -8.7

16. COc1ccc(S(=O)(=O)N2CC(=O)Nc3ccccc32)cc1
  A = ·; B = 5.1; C = -2.4; D = -3.3; E = 12.3; F = -1.2; G = -12.3; H = 2.3; I = 6.8; J = -9.3

17. CCOc1ccc(NC(=O)CN(C)Cc2cc(=O)n3c(-c4ccccc4)csc3n2)cc1OCC
  A = -2.3; B = -6.7; C = -6.4; D = -15.2; E = 48.5; F = -1.2; G = -48.5; H = 2.7; I = 4.9; J = -12.6

18. Cc1ccnc(NS(=O)(=O)c2ccc(N3C(=O)C4CCCCC4C3=O)cc2)n1 (stereo unspecified)
  A = 0.0; B = -5.1; C = -4.9; D = 6.1; E = -20.2; F = -1.4; G = 20.2; H = 2.8; I = -9.0; J = 6.7

19. Cc1ccc(NC(=O)CN2CCOCC2)cc1Cl
  A = -2.3; B = 4.6; C = 4.2; D = 4.9; E = -18.9; F = 0.2; G = 18.9; H = -0.9; I = 3.4; J = 14.7

20. CCN(CC)CCNC(=O)CS(=O)Cc1nc(-c2ccc(Cl)cc2)oc1C (stereo unspecified)
  A = 2.1; B = -0.4; C = 15.0; D = -0.9; E = -16.3; F = 0.4; G = 16.3; H = 10.0; I = -9.9; J = 2.4

21. O=C(NCCN1CCOCC1)c1ccc(F)cc1
  A = -1.4; B = -1.7; C = -3.1; D = 6.4; E = -10.5; F = 1.5; G = 10.5; H = -2.3; I = 2.5; J = -5.9

22. C/C(=C\C(=O)c1ccc(C)cc1)Nc1cccc(O)c1
  A = 1.2; B = -6.0; C = 65.5; D = -3.0; E = -7.8; F = -2.8; G = 7.8; H = 15.3; I = -5.7; J = -23.7

In another format: entries from further up
17: CCOc1ccc(NC(=O)CN(C)Cc2cc(=O)n3c(-c4ccccc4)csc3n2)cc1OCC
18: Cc1ccnc(NS(=O)(=O)c2ccc(N3C(=O)C4CCCCC4C3=O)cc2)n1 (stereo unspecified)
compound no. | 17 | 18
CAL PDZ FP-1 | -2.3 | 0.0
PvdQ inh | -6.7 | -5.1
MITF TRPM1 HTS | -6.4 | -4.9
dFosB activator | -15.2 | 6.1
SR-BI DiI inh | 48.5 | -20.2
CAL PDZ FP-2 | -1.2 | -1.4
SR-BI DiI-HDL act | -48.5 | 20.2
NSD2 inh | 2.7 | 2.8
Rtt109 Vps75 | 4.9 | -9.0
PfHsp90 set2 | -12.6 | 6.7

3 of the entries above in order of their number in MITF TRPM1 HTS, falling:
| No. | Compound | MITF TRPM1 HTS |
| --- | --- | --- |
| 6 | COc1ccc(-c2coc3cc(O)c(OC)cc3c2=O)cc1 | 66.6 |
| 20 | CCN(CC)CCNC(=O)CS(=O)Cc1nc(-c2ccc(Cl)cc2)oc1C (stereo unspecified) | 15.0 |
| 8 | CCOC(=O)C1CCN(CCC(=O)Nc2ccc(F)cc2)CC1 | 6.5 |
